Efflux pump inh: blocks antifungal efflux pumps in multiplex yeast assay. AID 485275. 0.44% of 330,000 active. inhibition, % at 10 µM. S. cerevisiae Candida pump triplex, Nile Red efflux;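 active = plate passing quality check with inhibition over a set limit, or well fluorescence over plate mean plus 4 SD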;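 also: Nile Red retained in pooled yeast measured as flow cytometry median fluorescence; 0% = buffer negative control and 100% = Enniatin B positive control; higher means more Nile Red kept so more efflux inhibition; some compounds called inactive have numbers as strong as hits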
MEP2 TOR yeast: yeast TOR pathway MEP2-GFP modulation | S. cerevisiae MEP2-GFP strain, flow cytometry GFP, 3 h; 100% = DMSO control level | GFP response vs DMSO, % at 10 µM | 0.51% of 330,000 active | AID 2016;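 active = GFP response versus DMSO above a set limit, roughly screen mean plus 3 SD, cut at about 180% in these data; inconclusive = fewer than 70 cells counted for a yeast strain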;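 also: median GFP fluorescence of the barcode-gated MEP2-GFP cells per well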
CIT2 TOR yeast: modulators of TOR pathway CIT2-GFP in S. cerevisiae; S. cerevisiae CIT2-GFP strain, flow cytometry, 3 h; 100 means same as DMSO wells; GFP response vs DMSO, % at 10 µM; 0.065% of 320,000 active;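 active = GFP response relative to DMSO above a set limit, near the screen mean plus 3 SD, cut at about 150% in these data; inconclusive = Fewer than 70 cells measured for a yeast strain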;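 also: ratio of well median GFP fluorescence to mean of DMSO wells on the plate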
AGP1-GFP MLPCN: alters AGP1-GFP fluorescence in TOR pathway yeast screen | S. cerevisiae AGP1-GFP multiplex flow cytometry, 3 h; GFP as percent of DMSO wells | GFP response vs DMSO, % at 10 µM | 0.02% of 320,000 active | AID 2066;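 active = GFP response relative to DMSO above a set limit, near screen average plus 3 SD, cut at about 150% in these data; inconclusive = fewer than 70 cells counted for the yeast strain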;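 also: median GFP channel fluorescence of the gated AGP1 strain per well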
CR mimetic SO: lowers age-related superoxide in aged yeast cells; S. cerevisiae aged cells, superoxide DHE fluorescence; active compounds read low; superoxide response (% of plate mean), % at 10 µM; 0.18% of 330,000 active;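 active = superoxide response under a set limit, about three screen SD below normal, cut at about 65% in these data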;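 also: yeast aged for seven days with compound at 30 °C before DHE staining; 100% = average MFI of all compound-treated wells on the plate with controls excluded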
LAP4 TOR yeast: alters LAP4-GFP fluorescence in TOR pathway yeast screen. S. cerevisiae LAP4-GFP multiplex, flow cytometry GFP, 3 h; median GFP as percent of DMSO wells. GFP response vs DMSO, % at 10 µM. 0.34% of 320,000 active. AID 2023;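 active = GFP response vs DMSO above a set limit, about the screen mean plus 3 SD, cut at about 150% in these data; inconclusive = under 70 cell events counted for the yeast strain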
AHR act: activates the human aryl hydrocarbon receptor. P35869. AHR-responsive luciferase reporter cells, luminescence. activation, % at 5 µM. 2.5% of 320,000 active. AID 2796; in the data active = activation above about 47%;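 also: 0% = vehicle wells and 100% = reference agonist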
Target sequence (P35869 whole entry, looked up): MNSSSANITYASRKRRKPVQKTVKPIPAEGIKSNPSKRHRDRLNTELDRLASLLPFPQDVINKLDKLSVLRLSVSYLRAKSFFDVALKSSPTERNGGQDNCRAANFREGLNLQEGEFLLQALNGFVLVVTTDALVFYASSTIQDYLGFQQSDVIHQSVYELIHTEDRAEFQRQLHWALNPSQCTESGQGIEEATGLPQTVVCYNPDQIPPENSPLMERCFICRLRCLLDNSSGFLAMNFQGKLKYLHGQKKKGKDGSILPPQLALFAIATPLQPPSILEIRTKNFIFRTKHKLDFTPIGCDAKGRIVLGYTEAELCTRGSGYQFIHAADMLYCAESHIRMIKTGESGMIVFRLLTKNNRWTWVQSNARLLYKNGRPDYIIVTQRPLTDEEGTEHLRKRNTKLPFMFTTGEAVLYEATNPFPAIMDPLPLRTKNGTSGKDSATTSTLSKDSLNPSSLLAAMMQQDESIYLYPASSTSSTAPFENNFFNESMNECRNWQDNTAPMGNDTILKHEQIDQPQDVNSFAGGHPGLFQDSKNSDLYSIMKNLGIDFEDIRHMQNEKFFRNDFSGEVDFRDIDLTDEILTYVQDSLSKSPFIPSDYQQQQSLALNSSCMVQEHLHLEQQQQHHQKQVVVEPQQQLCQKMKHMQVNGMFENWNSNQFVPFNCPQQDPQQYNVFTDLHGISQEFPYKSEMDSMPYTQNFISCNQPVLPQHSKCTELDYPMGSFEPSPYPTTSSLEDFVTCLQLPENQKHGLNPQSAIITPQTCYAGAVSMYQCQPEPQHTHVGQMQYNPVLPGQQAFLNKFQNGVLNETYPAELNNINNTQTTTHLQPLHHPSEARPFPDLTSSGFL
RPL19A TOR yeast: yeast TOR pathway RPL19A-GFP modulation; 0.3% of 330,000 active; AID 2025; S. cerevisiae RPL19A-GFP strain, flow cytometry, 3 h; active compounds read low; percent response vs DMSO, % at 10 µM;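 active = percent response vs DMSO below 50%; inconclusive = fewer than 70 events counted for the yeast strain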;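 also: median channel GFP fluorescence of the barcoded RPL19A-GFP strain; ratio of sample median GFP to plate DMSO average so 100% = DMSO; lower means less RPL19A-GFP as with rapamycin TOR inhibition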
The depositor's hits bear a star; ? = inconclusive; . = no result given; [ ] = another dose, or the depositor's remark.

The line under a structure holds: Efflux pump inh	MEP2 TOR yeast	CIT2 TOR yeast	AGP1-GFP MLPCN	CR mimetic SO	LAP4 TOR yeast	AHR act	RPL19A TOR yeast
> COc1ccc(C2CC(=O)Oc3c(C(CCN4CCN(c5ccccc5)CC4)c4ccc(N(C)C)cc4)c(OC)cc(OC)c32)cc1 (stereo not drawn)
 : 0.1	89	69	79	92	129	-1	98
> C/C(=N\Nc1cccc(Cl)c1)c1ccc(-n2ccnc2)cc1
 : -0.2	97	103	92	98	104	-1	88
> Cc1ccc(CN2CCN(CC(C)C)C(CCO)C2)s1 (stereo not drawn)
 : 0.0	101	100	100	100	98	5	99
> CN(C[C@H](Cc1ccccc1)N(C[C@@H](Cc1cccc2ccccc12)N(CCc1ccccc1)N=O)N=O)N=O
 : 0.0	98	72	84	99	131	8	99
> Cn1c(Cn2c(=O)sc3ccccc32)nnc1SCC(=O)NCc1ccco1
 : -0.2	97	109	103	106	103	3	99
> O=C(OCC(=O)N1CCc2ccccc21)C1=COCCO1
 : -0.1	111	106	113	102	108	-3	107
> COc1c2c(cc3c1C(CC(O)Cc1ccccc1)N(C)CC3)OCO2 (stereo not drawn)
 : 0.0	93	100	104	102	96	12	99
> CCCCOc1ccc(C2/C(=C(/O)c3ccc4c(c3)CC(C)O4)C(=O)C(=O)N2CCCN2CCOCC2)cc1OC (stereo not drawn)
 : -0.3	93	.	95	87	78	5	108
> Cc1cc(Br)ccc1SCC(=O)OCC(=O)Nc1ncc(C(F)(F)F)cc1Cl
 : 0.3	110	97	101	97	99	3	101
> Cc1ccc(NS(=O)(=O)c2ccc3c(c2)C(=O)c2ccccc2C3=O)c(C)c1
 : -0.3	101	86	100	130	108	1	108
> CCOC(=O)CCNC(=O)N1CCCC(N2CCN(c3ccc(OC)cc3)CC2)C1 (stereo not drawn)
 : 0.0	102	102	101	103	88	5	102
> Cc1ccc(Cn2ncc3c(N4CCN(CC#N)CC4)ncnc32)cc1
 : 0.2	100	93	97	126	110	0	99
> C/C(=N\O)C(=O)NCCN(C)C
 : 0.0	102	95	98	106	93	-3	95
> O=C(NC1CCCc2c1cnn2-c1ccc(F)cc1F)c1cnccn1 (stereo not drawn)
 : -0.1	107	105	101	110	92	9	102
> COc1cc(NC(=O)c2ccc(-c3cccc([N+](=O)[O-])c3)o2)ccc1NC(=O)C(C)C
 : -0.5	97	86	87	85	64	3	109

Exported as labelled records: two of the compounds above.
COc1c2c(cc3c1C(CC(O)Cc1ccccc1)N(C)CC3)OCO2 (stereo not drawn)
  Efflux pump inh: 0.0 | MEP2 TOR yeast: 93 | CIT2 TOR yeast: 100 | AGP1-GFP MLPCN: 104 | CR mimetic SO: 102 | LAP4 TOR yeast: 96 | AHR act: 12 | RPL19A TOR yeast: 99

CCCCOc1ccc(C2/C(=C(/O)c3ccc4c(c3)CC(C)O4)C(=O)C(=O)N2CCCN2CCOCC2)cc1OC (stereo not drawn)
  Efflux pump inh: -0.3 | MEP2 TOR yeast: 93 | CIT2 TOR yeast: . | AGP1-GFP MLPCN: 95 | CR mimetic SO: 87 | LAP4 TOR yeast: 78 | AHR act: 5 | RPL19A TOR yeast: 108

Additional entries.
The line under a structure holds: Efflux pump inh	MEP2 TOR yeast	CIT2 TOR yeast	AGP1-GFP MLPCN	CR mimetic SO	LAP4 TOR yeast	AHR act	RPL19A TOR yeast
> N#CCSc1n[nH]c2nc3c(c(=O)n12)C1(CCCC1)Cc1ccccc1-3
 : 0.0	106	110	100	107	108	52*	102
> O=S(=O)(NCCCN1CCOCC1)c1ccc2ccccc2c1
 : 0.2	105	98	97	101	98	1	95
> CC(=O)Oc1ccc2c(=O)c(Oc3ccccc3)coc2c1OC(C)=O
 : -0.1	97	104	93	104	83	3	103
> CSCCC(NC(=O)c1ccco1)C(=O)N1CCCCCCC1 (stereo not drawn)
 : -0.1	99	104	117	96	104	0	100
> O=C(CN(Cc1ccccc1Cl)C(=O)c1ccc(CN2CCOCC2)o1)NCc1ccccc1
 : 0.2	106	98	106	97	104	2	102
> COc1ccc(N2CCN(c3nc4ccccn4c(=O)c3/C=C(\C#N)S(=O)(=O)c3ccccc3)CC2)cc1
 : 0.7	101	96	99	93	92	1	100
> CCc1ccc(N(CC(=O)NC2CC2)S(=O)(=O)c2ccc(C)cc2)cc1
 : 3.0	104	101	99	100	98	1	96
> Brc1ccc(CNCc2cccs2)cc1
 : -0.1	101	97	95	92	90	-1	101
> COc1ccc(NC(=O)c2ccccc2O)c(OC)c1
 : -0.4	109	86	108	74	112	13	97
> CCOC(=O)C1CCCN(C(=O)Cc2ccc(OC)c(OC)c2)C1 (stereo not drawn)
 : -0.1	98	89	105	90	105	1	101
> CN(Cc1ccccc1)C(=S)NC(=O)c1cccs1
 : -0.2	100	105	96	100	106	-1	103
> COc1ccc(C)cc1NC(=O)c1cc(-c2ccccc2)nc2c1cnn2C(C)C
 : 0.2	106	95	103	92	110	14	100
> CCOC(=O)C1=C(C)NC2=C(C(=O)CC(c3ccc(OC)c(OC)c3)C2)C1c1ccc(C)o1 (stereo not drawn)
 : 0.1	105	99	97	99	98	-2	99
> Cc1ccc(-n2nc3c(c2NC(=O)c2ccc(S(=O)(=O)N4CCOCC4)cc2)CSC3)c(C)c1
 : -0.1	97	100	92	105	102	-1	95
> COc1ccc2c(CC(=O)NNC(=O)c3ccc(O)cc3)coc2c1
 : -0.1	104	98	100	74	103	0	96

The listing continues:
Structure	Efflux pump inh	MEP2 TOR yeast	CIT2 TOR yeast	AGP1-GFP MLPCN	CR mimetic SO	LAP4 TOR yeast	AHR act	RPL19A TOR yeast
CN(CCOc1ccccc1)S(=O)(=O)c1ccc2oc3ccccc3c2c1	-0.1	102	97	101	87	100	2	97
CCn1c(SCC(=O)C(C)(C)C)nnc1-c1ccccc1OC	0.0	98	99	105	110	114	14	103
CC1=C(C)C(=O)N(c2ccccn2)C1=O	0.6	98	106	102	115	96	11	101
CCCc1cc(C(=O)Nc2ccccc2C(=O)OC)no1	0.0	99	122	101	93	99	21	99
O=C(O)CCCc1c(-[n+]2ccccc2)[nH]c2ccccc12	0.2	85	84	104	105	95	0	101
COc1cccc(-n2c(SCC(=O)NCc3ccco3)nnc2-c2c[nH]c3ccccc23)c1	-0.2	97	111	105	90	105	2	98
O=S(=O)(c1ccc(Cl)nc1)N(Cc1ccccc1)Cc1ccccc1	-0.2	115	109	109	93	105	-2	108
CSc1nc(N(C)C)nc(N(C#N)CCOC(C)=O)n1	-0.1	102	104	103	97	96	4	100
O=C(CCNC(=O)c1ccco1)Nc1cccc(C(F)(F)F)c1	0.1	104	97	104	103	90	0	105
CC(=O)Nc1ccc(S(=O)(=O)N2CCN(C)CC2)cc1	0.0	210*[may fluoresce violet]	?	15[may fluoresce violet]	101	86[may fluoresce violet]	-2	58[may fluoresce violet]
COc1ccc(C2c3ccsc3CCN2C(C)=O)cc1 (stereo not drawn)	0.1	97	99	106	102	103	1	95
CCc1nc(N)c(C#N)c(-c2ccc(OC)c(OC)c2)c1C	-0.1	95	.	92	98	81	-2	95
COc1ccc2oc(C(=O)OCC(=O)NC3(C#N)CCCC3)c(C)c2c1	-0.1	91	84	102	110	102	0	93
O=C(CSc1n[nH]c(-c2ccc(Br)cc2)n1)NC1CCCC1	0.0	105	101	105	80	111	16	102
CCOC(=O)CNC(=O)c1nn(-c2cccc(OC)c2)c(=O)c2ccccc12	-0.1	96	94	93	81	97	1	98
Nc1ccn(CC(=O)NCCc2ccccn2)c(=O)n1	2.8*	99	95	101	115	106	0	103

Profiles, quoted from the list.
O=C(CSc1n[nH]c(-c2ccc(Br)cc2)n1)NC1CCCC1 as listed: Efflux pump inh: 0.0; MEP2 TOR yeast: 105; CIT2 TOR yeast: 101; AGP1-GFP MLPCN: 105; CR mimetic SO: 80; LAP4 TOR yeast: 111; AHR act: 16; RPL19A TOR yeast: 102
CCOC(=O)CNC(=O)c1nn(-c2cccc(OC)c2)c(=O)c2ccccc12 as listed: Efflux pump inh: -0.1; MEP2 TOR yeast: 96; CIT2 TOR yeast: 94; AGP1-GFP MLPCN: 93; CR mimetic SO: 81; LAP4 TOR yeast: 97; AHR act: 1; RPL19A TOR yeast: 98

The list continues:
Structure	Efflux pump inh	MEP2 TOR yeast	CIT2 TOR yeast	AGP1-GFP MLPCN	CR mimetic SO	LAP4 TOR yeast	AHR act	RPL19A TOR yeast
COc1cc2c(c(OC)c1OC)-c1c(cc3c(c1OC)OCO3)C[C@H](C)[C@@](C)(O)C2	0.1	95	87	92	100	104	8	98
COC(=O)C1CCN(C(=O)c2ccc(NC(C)=O)cc2)CC1	-0.1	101	104	98	97	85	1	99
CC(=O)c1ccc(NC(=O)CSCCO)cc1	-0.3	102	101	105	112	105	0	99
CC1Oc2ccccc2N(CC(=O)NCC2CCCO2)C1=O (stereo not drawn)	0.0	108	115	118	98	105	-1	108
O=C(COC(=O)CN1C(=O)c2ccccc2C1=O)NC1CCCCC1	0.0	95	106	108	105	104	0	104
Cc1nc(CCNC(=O)c2ccccc2)cs1	0.1	106	95	94	92	98	1	98
Cc1ccc(CC(=O)Nc2ccccc2-c2ccccc2)cc1C	-0.1	105	96	97	113	93	1	101
O=C(COC(=O)C1c2ccccc2Oc2ccccc21)NC1CCS(=O)(=O)C1 (stereo not drawn)	-0.1	98	104	84	103	98	1	101
CCC(C)(C)NC(=O)C(c1ccccn1)N(C(=O)c1csnn1)c1ccccc1 (stereo not drawn)	0.0	94	102	107	86	100	2	103
Cc1ccc(C)c(NC(=O)COC(=O)CC2c3ccccc3CCN2S(=O)(=O)c2ccc(F)cc2)c1 (stereo not drawn)	0.1	106	98	103	123	100	0	102
O=C(Nc1ccncc1)c1ccccc1[N+](=O)[O-]	0.0	89	96	98	109	102	-2	99
COc1ccc(CCNC(=O)C2CCN(c3nccc(C)n3)CC2)cc1	0.1	95	94	92	102	90	1	96
CC(C)Oc1ccc(CNC(=O)Cn2c(=O)oc3ccccc32)cc1	0.1	110	94	96	98	93	-1	95
Cc1ccc(S(=O)(=O)CC(=O)Nc2ccccn2)cc1	-0.1	233*[may fluoresce violet]	?	?	103	84[may fluoresce violet]	0	28*[may fluoresce violet]
CCOC(=O)c1c(C)oc2ccc(OC(=O)c3cccs3)cc12	-0.1	96	102	100	70	92	-1	103
O=C(NCC1CCCO1)c1ccc(CS(=O)(=O)c2ccc(Cl)cc2)o1 (stereo not drawn)	0.1	98[may fluoresce violet]	?	?	95	92[may fluoresce violet]	3	94[may fluoresce violet]
COc1cc(C(=O)NC2CCN(CC(=O)NC3CCCCC3)CC2)cc(OC)c1OC	0.0	100	100	104	109	97	-2	102
O=C(c1cnc2n(c1=O)CCS2)N1CCN(C(c2ccccc2)c2ccc(Cl)cc2)CC1 (stereo not drawn)	0.2	101	96	104	96	110	2	101
COc1ccc(Cc2nc3ccc(C(=O)N4CCOCC4)cc3o2)cc1	0.1	100	101	100	103	103	5	95
Cc1ccc(CNC(=O)C(NS(=O)(=O)c2cccs2)C(C)C)cc1 (stereo not drawn)	0.1	105	109	106	94	105	-2	103
Cc1noc(NC(=O)c2cccc(C(F)(F)F)c2)c1Cl	0.0	?	94[may fluoresce red]	?	105	?	2	?
CCC(COC(=O)c1ccccc1)Oc1cc(NCc2ccccc2)c2ncn(C(C)C)c2c1 (stereo not drawn)	0.5	101	91	105	125	108	16	100

Compounds were not picked by outcome; overall some 3.9% were active at least once.
